# DAX1 inh-1 – inhibitors of human orphan nuclear receptor DAX1 (NR0B1); inhibition, % at 6.75 µM; HEK293 Gal4-DAX1 luciferase reporter, luminescence; 0.99% of 340,000 active; AID 504766; P51843;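 active = inhibition above the mean over all tested compounds plus 3 SD, cut at about 4.2% in these data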;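 also: 0% = DAX1-transfected cells with DMSO and 100% = empty-vector control cells with DMSO; inhibition shows as a rise in luminescence from relieved DAX1 repression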
# GAA850 FXN act – activators of GAA850 frataxin (FXN) promoter; HEK293 lucGAA850 FXN promoter luciferase reporter, 24 h; percent of 10 µM SAHA response; activation, % at 6 µM; 0.56% of 360,000 active;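 active = activation above the average of all compounds screened plus 3 SD, cutoff fixed separately per campaign, cut at about 7.5% in these data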;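 also: 0% = DMSO wells and 100% = 10 µM SAHA wells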
# PG9 Ab binder – PG9 antibody binding by small molecule. TR-FRET gp120-PG9 antibody binding. inhibition, % at 6.7 µM. AID 624416. 0.43% of 360,000 active; in the data active = inhibition above about 8.5%
# HGIII-sPLA2 inh – Blocks human group III sPLA2 activity. 0.56% of 370,000 active. QFRET BODIPY PC-A2 liposome hydrolysis, fluorescence. AID 743126. Q9NZ20. inhibition, % at 12.2 µM;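 active = inhibition above mean plus 3 SD of compounds lying within the high and low control bounds, cut at about 19% in these data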;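 also: 0% = median of test compound wells and 100% = no enzyme DMSO wells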
# ssDAF12 agonist – S. stercoralis DAF-12 activation, primary screen; 1% of 370,000 active; HEK293 ssDAF-12/GRIP1 lit1-tk-luc reporter, luminescence; % of 3 µM dafachronic acid response; activation, % at 6.8 µM; AID 652126;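 active = activation above the mean over all tested compounds plus 3 SD, cut at about 0.9% in these data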;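 also: 0% = DMSO-only wells and 100% = 3 µM delta7-dafachronic acid wells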
# hcDAF12 agonist – H. contortus DAF-12 activation, primary screen; HEK293 hcDAF-12 lit1-tk-luc reporter, luminescence; 0% DMSO, 100% Δ7-dafachronic acid; activation, % at 6.8 µM; 1.4% of 370,000 active; AID 652067;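 active = activation above the mean of all tested compounds plus 3 SD, cut at about 5.5% in these data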;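 also: 100% = response to 3 µM Δ7-dafachronic acid high control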
# Rev-erbA mod – modulates human Rev-erb alpha binding to DNA | P20393 | Rev-erbα–FITC-DNA binding, fluorescence polarization, 90 min | activity, % at 10 µM | 0.79% of 370,000 active;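 active = activity above about 14%, limit read from the data; passing the limit was not always enough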;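 also: 0% = DMSO wells with 35 nM protein and 100% = DMSO wells with 750 nM protein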
# SMARCA2 activ – activators of SMARCA2 function. MG213 cells, MMTV-luciferase reporter, dexamethasone, overnight. activation, % at 9.1 µM. 1% of 370,000 active. AID 652017; in the data active = activation above about 7.8%;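 also: 0% = vehicle wells and 100% = reference activator wells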
# PLC-beta3 inh – blocks human PLC-beta3 enzyme activity. 0.18% of 370,000 active. Purified PLC-beta3, fluorogenic substrate, fluorescence. inhibition, % at 12.2 µM. AID 720704; in the data active = inhibition above about 11%;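 also: 0% = median of compound wells on plate and 100% = full blocker control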
# Target sequence (Q01970 whole entry, looked up): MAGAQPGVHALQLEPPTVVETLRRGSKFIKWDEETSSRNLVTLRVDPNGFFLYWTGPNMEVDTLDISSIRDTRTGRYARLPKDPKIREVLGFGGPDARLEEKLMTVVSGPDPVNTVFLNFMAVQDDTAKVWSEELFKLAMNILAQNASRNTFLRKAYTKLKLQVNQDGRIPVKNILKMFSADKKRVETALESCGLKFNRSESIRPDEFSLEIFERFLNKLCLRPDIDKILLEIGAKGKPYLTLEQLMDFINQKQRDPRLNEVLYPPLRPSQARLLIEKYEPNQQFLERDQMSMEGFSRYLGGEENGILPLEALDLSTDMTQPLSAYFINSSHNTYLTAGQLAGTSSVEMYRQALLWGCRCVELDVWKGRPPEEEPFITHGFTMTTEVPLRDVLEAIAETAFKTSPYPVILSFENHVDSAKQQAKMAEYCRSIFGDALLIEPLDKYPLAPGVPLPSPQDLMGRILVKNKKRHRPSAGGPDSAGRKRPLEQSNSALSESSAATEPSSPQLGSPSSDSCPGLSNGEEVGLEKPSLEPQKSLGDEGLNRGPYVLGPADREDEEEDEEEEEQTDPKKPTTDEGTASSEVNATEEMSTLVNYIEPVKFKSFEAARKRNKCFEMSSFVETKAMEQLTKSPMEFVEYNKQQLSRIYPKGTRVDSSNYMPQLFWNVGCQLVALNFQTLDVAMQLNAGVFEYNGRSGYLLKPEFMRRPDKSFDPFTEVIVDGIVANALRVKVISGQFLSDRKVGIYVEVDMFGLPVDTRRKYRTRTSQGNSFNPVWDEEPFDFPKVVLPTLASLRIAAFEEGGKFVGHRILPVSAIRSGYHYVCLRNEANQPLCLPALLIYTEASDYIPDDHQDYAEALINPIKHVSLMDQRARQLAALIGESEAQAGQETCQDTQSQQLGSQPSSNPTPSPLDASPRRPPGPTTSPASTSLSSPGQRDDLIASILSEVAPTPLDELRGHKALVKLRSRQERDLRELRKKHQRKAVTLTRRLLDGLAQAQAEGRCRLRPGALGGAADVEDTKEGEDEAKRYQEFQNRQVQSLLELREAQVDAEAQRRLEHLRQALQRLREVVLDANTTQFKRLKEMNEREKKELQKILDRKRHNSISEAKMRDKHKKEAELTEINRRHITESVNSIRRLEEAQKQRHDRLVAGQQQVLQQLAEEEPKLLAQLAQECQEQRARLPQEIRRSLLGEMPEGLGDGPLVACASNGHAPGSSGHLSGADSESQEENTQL
# DAX1 inh-2 – inhibitors of DAX1 repression of SF-1 activated StAR promoter. HEK293T StAR-luciferase reporter, SF-1/DAX-1 repression relief. inhibition, % at 6.8 µM. 1.1% of 370,000 active. AID 652010;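 active = inhibition above the mean over all tested compounds plus 3 SD, cut at about 3.6% in these data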;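 also: 0% = DAX-1 cells with DMSO and 100% = cells lacking DAX-1 with DMSO; higher inhibition means more luminescence from relief of DAX-1 repression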
# hgDAF12 agonist – hgDAF-12 agonism, primary luciferase screen; HEK293 GAL4-hgDAF12 UAS-luciferase reporter, agonist luminescence; normalized to butyrate control; activation, % at 6.8 µM; 1.8% of 370,000 active;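 active = activation above a cutoff set at the mean of all screened compounds plus 3 SD, cut at about 10% in these data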;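 also: 0% = DMSO wells and 100% = sodium butyrate wells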
# The depositor's hits bear a star; i = inactive; · = not tested or not shown.
SMILES,DAX1 inh-1,GAA850 FXN act,PG9 Ab binder,HGIII-sPLA2 inh,ssDAF12 agonist,hcDAF12 agonist,Rev-erbA mod,SMARCA2 activ,PLC-beta3 inh,DAX1 inh-2,hgDAF12 agonist
CC(C)(C)NC(=O)C(CCc1ccccc1)n1c(=O)c(-c2ccccc2)nc2ccccc21 (stereo not drawn),·,·,-0.7,3.9,-1.2,-1.6,0.3,17.1*,-67.0,-1.0,-0.5
CCOC(=O)N1CCC(=NNC(N)=O)CC1,0.1,2.6,1.3,1.4,-0.6,-2.0,2.9,-5.1,-1.9,-0.4,-1.0
COCCn1c(C)cc(C(=O)COC(=O)/C=C/c2cccc(OC)c2)c1C,-0.2,1.9,-4.7,-6.9,-1.4,-1.4,6.1,7.0,-27.0,0.1,3.5
CC(C)Oc1cccc(-c2n[nH]c(=S)n2N=Cc2cccc([N+](=O)[O-])c2)c1,·,·,·,6.5,-1.0,-1.5,1.6,3.3,0.1,-0.8,-2.9
CN(C)S(=O)(=O)c1ccc(C(=O)OCC(=O)c2ccc(OC(F)F)cc2OC(F)F)cc1,0.5,2.2,-0.7,-17.9,-1.3,-0.7,6.2,0.4,1.4,0.1,0.2
O=C(CCc1nnc2n(Cc3ccc(Cl)cc3)c(=O)c3ccccc3n12)NCCCN1CCOCC1,-0.9,-0.5,-1.6,1.7,-0.9,-0.6,-2.4,5.4,-0.3,-0.3,-2.4
Cc1ccc2cc(CN(CC(C)C)C(=O)C3CCCO3)c(=O)[nH]c2c1 (stereo not drawn),0.0,-1.6,0.3,5.5,-0.8,0.8,10.2,-1.5,-10.4,-0.4,2.5
CCCS/C(N)=N/N=C/c1cc(C)ccc1O,3.0,8.6*,0.0,14.9,0.9,4.0,9.5,5.9,-178.2,1.6,10.6*
COc1ccc(-c2cc(C(=O)N/N=C(\C)c3cccnc3)c3cc(C)ccc3n2)cc1OC,0.1,0.4,-0.2,-1.6,-1.1,-3.1,-2.5,-1.9,-202.5,-2.8,-0.8
Nc1c(N(CCC2=CCCCC2)C(=O)c2ccc([N+](=O)[O-])o2)c(=O)[nH]c(=O)n1Cc1ccccc1,0.1,0.7,0.1,-0.1,-1.2,0.3,-3.2,-2.8,-60.8,-3.6,-1.0
Cc1ccc(Cl)cc1NC(=S)Nn1cnnc1,-0.1,1.6,0.0,0.3,-1.0,-1.6,-0.7,0.2,-3.9,0.4,1.1
CCOc1cccc(C2C(C(=O)c3ccco3)=C(O)C(=O)N2c2nnc(C)s2)c1 (stereo not drawn),-0.1,1.1,1.2,-19.2,-0.8,1.8,11.2,0.1,-75.5,2.8,1.5
COc1ccc(N2CCN(C3CCCN(Cc4ccc(F)c(F)c4)C3)CC2)cc1 (stereo not drawn),0.5,-1.9,-3.5,7.5,-1.7,0.1,6.4,-4.5,6.8,0.9,-1.9
CC(C)(C)C(=O)Nc1ccnn1C1CCN(C(=O)c2ccc(Cl)cc2F)CC1,0.4,0.6,-0.8,3.4,-0.8,-0.1,3.6,13.9*,-2.8,0.9,1.7
O=C(O)C1=C[C@@H](C2CCCCC2)C[C@@H](OCCCCO)O1,0.3,-0.7,-1.7,-3.0,-0.9,-1.2,-1.7,1.2,-0.6,0.7,-1.2
CC(C)(C)NC(=O)COC(=O)c1ccc(Cl)nc1,3.3,-1.4,-2.3,9.6,-0.6,0.4,-5.3,-4.2,5.7,0.5,0.8
O=C(c1ccoc1)N1CCN(c2cc(-c3ccco3)nc3cc(-c4ccccc4)nn23)CC1,-1.5,-7.7,2.1,4.1,-1.4,-4.3,-16.5,-2.1,i,-6.4,-7.9
Cc1ccc(C(C)C)c(OCC(O)CN2CCN(CCO)CC2)c1 (stereo not drawn),0.9,0.0,-0.4,5.0,-1.2,-0.5,-0.2,3.1,3.1,-0.2,1.6
COc1ccccc1N1CCN(S(=O)(=O)c2ccc(-n3cnnn3)c(C)c2)CC1,0.1,3.1,-0.5,-10.4,-0.5,-0.5,-4.6,-0.9,2.6,-0.4,-1.2
COc1cc(CN2CCC(Cc3ccccc3)CC2)c([N+](=O)[O-])cc1OC,0.4,-0.8,-3.1,-3.0,-0.8,-1.7,-3.1,-0.7,-4.2,-0.2,-0.6
CN(C(=O)c1ccccc1)c1ccccc1C(=O)NCCc1ccccc1,0.2,0.6,-0.5,-7.2,0.2,4.7,1.5,2.8,-0.9,-0.5,3.1
O=C(Cc1ccc(F)cc1)N1CCC2(CC1)NCCc1[nH]cnc12,0.2,1.5,0.5,-1.4,-1.2,-2.0,4.5,-0.5,-3.6,-0.2,1.1
Cc1ccccc1NC(=O)Cn1c(O)c(N=NC(=O)c2ccccc2O)c2ccccc21,2.4,1.5,-3.8,-7.3,0.4,0.2,-26.4,6.3,3.3,-0.2,3.4
O=c1c2ccccc2oc2ncccc12,0.1,0.6,-1.9,-1.3,-1.1,0.7,-2.8,3.9,-3.1,-0.2,2.7
O=C(COc1ccc(C(=S)N2CCOCC2)cc1)N1CCOCC1,0.6,-0.5,-3.8,2.2,-1.1,-0.2,-0.6,4.9,-3.8,0.5,2.8
CC(=O)Oc1ccc(C(=O)N2c3ccccc3NC(=O)C2C)cc1 (stereo not drawn),-1.0,-0.3,-0.6,2.9,-1.4,-1.6,-1.0,-0.8,-5.3,0.1,1.1
CC(C)c1ccc(OCc2cccc(C(=O)N/N=C/c3cccnc3)c2)cc1,-5.7,1.1,-4.5,-17.1,0.8,3.6,5.7,4.6,0.5,3.9*,21.1*
O=C(Nc1ccc(F)cc1)c1ccc2nsnc2c1,-1.4,4.6,-0.9,0.5,-0.4,0.8,2.7,1.8,-5.1,1.6,4.8
CCC1=C(OC(=O)N(CC)CC)N2C(=O)OC(=NCC(=O)OC)[C@]2(C)[C@H]2C1=CC[C@H]1C(=O)N(CC)C(=O)[C@H]12,0.1,1.2,-0.3,1.6,-0.8,-1.5,-2.2,-0.5,-3.0,-0.2,1.3
Clc1c(CSc2nc3ccccc3o2)nc2ccccn12,0.5,4.3,0.0,-1.6,0.8,7.0*,7.6,-0.7,-5.0,4.2*,10.5*
Cc1ccc(S(=O)(=O)/N=C(\CN2CCCCC2)N2CCOCC2)cc1,1.6,1.6,-1.0,3.5,-1.7,-0.1,-3.6,0.9,2.1,-0.4,-0.3
CCOC(=O)c1oc2cc(C)cc(O)c2c(=O)c1-c1csc(C)n1,-0.1,0.4,1.1,2.2,-0.7,-1.2,2.9,-2.9,3.0,-0.6,0.3
O=C1C=CC(=Nc2ccc3c(c2)Cc2cc(F)ccc2-3)O1,-0.1,7.2,-1.7,7.2,0.5,3.7,-1.5,0.7,-41.1,2.6,13.2*
O=C(Nc1ccccc1Cl)c1cc(C2CCCN(C(=O)CCc3ccccc3)C2)on1 (stereo not drawn),·,0.0,-1.9,-12.4,-1.6,-0.3,-1.3,0.0,3.3,0.1,2.5
CCOc1ccc2[nH]c3c(N4CCc5ccccc5C4)ncnc3c2c1,·,-2.2,-2.6,-8.2,-2.6,-4.0,2.4,-0.7,-454.2,-1.2,0.9
O=C(Nc1ccc(F)cc1F)c1cncc(Br)c1,0.4,1.1,-3.0,-3.7,-1.6,-2.7,-0.8,2.2,1.3,-0.3,5.0
CCOC(=O)[C@]12CCCC=C1N(CCC1=CCCCC1)C(=O)[C@H](CC(=O)NCCC(C)C)C2,·,·,0.5,-8.1,-1.1,0.5,-6.9,-1.9,1.1,2.2,-0.1
Cc1ccc(-n2nnnc2SCn2nnc3ccccc3c2=O)c(C)c1,-0.6,-2.3,-0.8,0.0,-1.7,-1.2,0.4,-3.3,0.1,-1.5,-0.9
CCCn1c2ccccc2c2cnn(CC(=O)NCCCN3CCCCC3CC)c(=O)c21 (stereo not drawn),0.0,-2.5,2.2,-4.7,-1.2,0.3,-1.0,-2.3,-17.6,0.3,-1.4
O=C(CSc1nnc(NC(=O)C2CC2)s1)NCc1cccs1,0.9,0.2,0.9,9.5,-2.2,-0.5,-2.7,-4.8,-5.8,-0.4,-1.5
CCN(C(=O)COC(=O)CCCOc1ccc(Cl)cc1C)c1c(N)n(Cc2ccccc2)c(=O)[nH]c1=O,3.5,0.2,-0.4,1.8,-1.4,0.1,5.2,1.0,-3.4,-2.1,3.4
Cc1noc(C)c1C(=O)N1CCN(c2ccccc2O)CC1,0.1,-0.5,0.5,8.2,-1.3,-1.5,-1.4,-4.1,-7.2,-1.2,1.2
O=C(CN(c1ccccc1)S(=O)(=O)c1ccc(F)cc1)NC1CCS(=O)(=O)C1 (stereo not drawn),0.0,0.7,0.5,-0.3,-1.4,-1.1,-0.4,-0.3,-7.4,0.6,-0.2
CC1CCN(S(=O)(=O)c2ccc3c(c2)N(CC(=O)NCCCN2CCCCC2C)C(=O)CS3)CC1 (stereo not drawn),0.1,0.8,-0.1,3.4,-0.4,-1.6,7.9,-4.7,-2.7,0.6,0.4
CCOC(=O)C1CCN(C(=O)C2CCN(S(=O)(=O)c3cccc4nsnc34)CC2)CC1,-0.1,-0.3,-1.3,0.9,-0.6,-1.6,-3.0,-0.4,0.9,1.3,-1.5
O=C(O)c1cccc2c1C(=O)c1ccc(N3CCCC3)cc1S2(=O)=O,-0.1,0.9,-1.7,-14.2,-0.8,-1.2,-0.2,1.6,-160.2,0.3,2.3
Cc1ccc(F)cc1NC(=O)C1CCN(c2cnccn2)CC1,-0.9,-1.1,-0.5,4.2,-1.3,-1.3,-6.0,1.4,-31.9,-0.4,0.4
O=C(C1CC1)N(Cc1nc2ccccc2c(=O)[nH]1)Cc1cccs1,0.2,1.5,-3.3,-2.6,-1.1,0.1,-0.3,-2.6,0.1,0.2,0.4
CCCN1C(=O)/C(=C\C=C2/Sc3ccccc3N2CCO)SC1=S,0.1,-0.6,-0.1,1.0,-1.6,-2.3,8.9,-4.9,-3.3,0.6,2.4
Cc1nn(C)cc1CN(C)C(=O)c1cc2nc(-c3ccco3)cc(C(F)(F)F)n2n1,-0.2,2.0,-0.6,0.5,-0.8,-1.3,-0.1,0.0,i,-0.1,-0.1
Cc1cc(NC(=O)Nc2cccc(Cl)c2)n(-c2ccccn2)n1,1.3,2.0,-2.1,-12.9,-1.0,-3.3,4.6,0.1,-7.7,-1.1,-1.8
COCCCNCCOc1cc(C(C)C)ccc1C,1.5,-0.5,-1.3,-4.3,-1.1,0.4,0.3,-0.7,1.6,-0.4,-0.7
CC(Oc1ccc(Br)cc1Br)C(=O)Nc1cccnc1Cl (stereo not drawn),-0.2,0.5,0.8,0.1,-1.7,-0.5,-2.7,-1.5,-4.3,2.3,0.0
O=C(NCCN1CCOCC1)c1ccc([N+](=O)[O-])cc1[N+](=O)[O-],0.2,-1.2,-0.2,1.2,-0.9,-1.3,-0.6,-3.7,0.6,0.2,1.5
Cc1ccc(Cl)cc1N1CCN(C(=O)c2cc3c(=O)n(C)c4ccccc4c3n2C)CC1,-0.6,1.0,1.0,1.4,-0.5,-2.4,8.4,0.4,3.2,-0.4,-1.2
